# Source: PubChem
# D3 antag – qHTS of D3 Dopamine Receptor Antagonist: qHTS; D(3) dopamine receptor (Homo sapiens), P35462; AID 652054, 2013; D3R cells, DiscoveRx beta-arrestin luminescence, antagonist mode; stronger effect = lower value; max response, negative = inhibition, %; actives 2.5% (n = 360,000); in the data active = max response below about -50%; inconclusive = no clear call, values can overlap the other calls; note: % is set by controls: 0 for no effect and ±100 for the full control effect; mostly tested at two doses, the higher about 12 µM
#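 Cells plated overnight at 1500 cells/well, then exposed to library compounds with dopamine controls for 90 minutes at 37 degrees C. DiscoveRx reagent added for 30–60 minutes at room temperature; luminescence read, quantitative HTS format.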
# IL2 activator – qHTS of IL-2 Activators; IL-2 activation reporter assay, cell-based qHTS; stimulated with anti-CD3/CD4/CD28 beads; in transgenic mouse T cells; activation, % (series mostly up to about 46 µM); actives 0.065% (n = 360,000); in the data active = activation above about 50%; inconclusive = mostly about 30% to 49%; note: 0% is about no effect
#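 Using fluorescent plate cytometry, EGFP and DsRed are detected in transgenic mouse T cells stimulated 18 h at 37 degrees C with antibody-coated beads after 60 min compound pretreatment.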
# PLK1 PBD block – qHTS for Inhibitors of PLK1-PDB (polo-like kinase 1 - polo-box domain): Primary Screen; Plk1 PBD binding of FITC phosphopeptide, fluorescence polarization; Serine/threonine-protein kinase PLK1 (Homo sapiens), P53350; Potency, µM, for the others: max response, negative = inhibition, actives largely listed as inhibitors; actives 2.8% (n = 360,000); note: potency is the fitted concentration of half-maximal effect; series mostly up to about 57 µM; % is set by controls: 0 for no effect and ±100 for the full control effect; nearly all actives have a fitted effect of over 65% in size
# Target sequence (P53350 whole entry, looked up, the tested form may be a part): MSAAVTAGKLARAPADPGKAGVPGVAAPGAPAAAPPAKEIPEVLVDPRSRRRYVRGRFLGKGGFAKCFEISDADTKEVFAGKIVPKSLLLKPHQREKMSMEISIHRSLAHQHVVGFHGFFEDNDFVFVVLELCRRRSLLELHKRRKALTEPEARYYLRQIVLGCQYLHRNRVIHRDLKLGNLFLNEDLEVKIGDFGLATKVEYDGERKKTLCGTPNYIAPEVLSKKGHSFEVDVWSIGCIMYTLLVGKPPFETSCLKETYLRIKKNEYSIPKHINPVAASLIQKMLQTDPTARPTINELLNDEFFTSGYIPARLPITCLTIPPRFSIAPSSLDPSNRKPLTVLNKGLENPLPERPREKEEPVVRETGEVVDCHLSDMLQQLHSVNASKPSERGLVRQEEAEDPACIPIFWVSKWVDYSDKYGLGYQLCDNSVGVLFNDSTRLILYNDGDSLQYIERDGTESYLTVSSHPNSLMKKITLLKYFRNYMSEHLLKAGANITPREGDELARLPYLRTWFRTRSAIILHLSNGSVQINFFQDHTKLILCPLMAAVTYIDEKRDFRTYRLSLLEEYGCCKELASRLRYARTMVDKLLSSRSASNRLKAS
# WRN helicase inh – qHTS for Inhibitors of WRN Helicase; AID 651768, 2012; Potency, µM (titrated, usually from 114 µM), without a hit: at the top dose activity change, negative = inhibition, hits mostly inhibitors; WRN helicase unwinding, fluorescent forked duplex, kinetic; actives 0.46% (n = 360,000); note: potency is the fitted concentration of half-maximal effect; % is set by controls: 0 for no effect and ±100 for the full control effect; nearly all actives have a fitted effect of over 55% in size
#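 WRN at 20 nM final preincubated with compound 15 min at room temperature; reaction started with 100 nM fluorophore/quencher forked duplex oligonucleotide and 2 mM ATP final. Unwinding followed kinetically by red fluorescence (ex 525, em 598 nm).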
# HEK293 tox – qHTS of GLP-1 Receptor Inverse Agonists: Cytotox Screen. HEK293 cAMP-luciferase reporter cells, luminescence, 24 h. Potency, µM (doses to about 38.3 µM), for inactives: at the top dose activity change, negative = inhibition, most hits filed as inhibitors. actives 0.13% (n = 410,000). AID 624418, 2012;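 note: loss of luciferase light is scored as toxicity; potency is the fitted concentration of half-maximal effect; % is set by controls: 0 for no effect and ±100 for the full control effect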
#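 Step one: seed cells (200 cells/uL, DMEM with 10% Nu serum, 1% pen-strep). Step two: 12-hour incubation at 37 deg C. Step three: pin 23 nL compound, incubate 24 hr. Step four: add luciferase reagent, read luminescence 12 min later.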
# DRD3 agonist – qHTS of D3 Dopamine Receptor Agonist: qHTS | max activation, % | D3R DiscoveRx beta-arrestin cells, luminescence, 90 min | actives 0.58% (n = 410,000) | D(3) dopamine receptor (Homo sapiens), P35462; in the data active = max activation above about 30%; note: 0% is about no effect; mostly tested at two doses, the higher about 12 µM
#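 Cells at 1500/well, incubated overnight, then treated with pinned compounds (dopamine as control) for 90 min at 37 degrees C. DiscoveRx reagent added for 30 - 60 minutes at room temperature; luminescence read.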
# GLP1R ag – qHTS of GLP-1 Receptor Agonists. Glucagon-like peptide 1 receptor (Homo sapiens), P43220. HEK293 GLP-1R CRE-luciferase, luminescence, 4-6 h; cells express a hypersensitive GLP-1R form. Potency, µM (highest dose often 45.6 µM), inactives show top-dose activation, usual class: activators. actives 0.007% (n = 380,000). AID 624172, 2012; note: potency is the fitted concentration of half-maximal effect; % of control where 0% means no effect
# PI5P4K alpha inh – qHTS for Inhibitors of phosphatidylinositol 5-phosphate 4-kinase (PI5P4K); Phosphatidylinositol 5-phosphate 4-kinase type-2 alpha (Homo sapiens), P48426; actives 1.2% (n = 330,000); max response, %; PI5P4Kalpha enzyme, ADP-Glo luminescence, 60 min; stronger effect = lower value; active = max response of -50% or lower; inconclusive = between -30% and -50%; inactive = -30% or higher; note: value at the top dose of about 77 µM; % is set by controls: 0 for no effect and ±100 for the full control effect
# Target sequence (P48426 whole entry, looked up): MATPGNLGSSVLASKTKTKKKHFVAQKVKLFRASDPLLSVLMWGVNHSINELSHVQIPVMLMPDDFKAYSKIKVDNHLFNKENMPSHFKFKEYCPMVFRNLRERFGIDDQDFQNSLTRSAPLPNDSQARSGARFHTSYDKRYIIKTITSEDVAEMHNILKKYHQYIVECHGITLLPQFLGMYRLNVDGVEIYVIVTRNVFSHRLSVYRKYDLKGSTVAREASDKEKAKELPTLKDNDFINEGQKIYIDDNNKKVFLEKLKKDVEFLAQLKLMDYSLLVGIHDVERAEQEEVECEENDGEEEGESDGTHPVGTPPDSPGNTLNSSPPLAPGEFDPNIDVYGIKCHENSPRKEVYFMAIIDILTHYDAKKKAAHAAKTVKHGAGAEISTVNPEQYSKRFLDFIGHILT
#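 Enzyme plus substrate dispensed, test compounds pinned in, then ATP (5 microM final) added. After 60 min at RT, ADP-Glo reagent 1 for 45 min and reagent 2 for 30 min preceded luminescence imaging.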
# GLP1R inv ag – qHTS of GLP-1 Receptor Inverse Agonists (Inhibition Mode); Glucagon-like peptide 1 receptor (Homo sapiens), P43220; HEK293 GLP-1R CRE-luciferase, luminescence, 24 h; GLP-1R form is constitutively active; Potency, µM (titrated, usually from 38.3 µM), without a hit: top-dose activity change, negative = inhibition, usual class: inhibitors; actives 1.6% (n = 410,000); AID 624417, 2012; note: potency is the fitted concentration of half-maximal effect; % is set by controls: 0 for no effect and ±100 for the full control effect; nearly all actives have a fitted effect of over 55% in size
#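 Inverse agonists were sought by their lowering of basal cAMP reporter luciferase output in HEK293 cells stably carrying constitutively active human GLP-1R, after 24 h compound treatment.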
# Active calls of the source: *; u = inconclusive; x = not tested or not shown; [ ] = dose if it differs, or a comment. Unless noted, calls come from the whole dose curve; as a rule, active = well fitted curve in the direction sought with a large enough effect; inconclusive = small, poorly fitted or top-dose-only effect, or another doubt; inactive = no such curve, though single readings can be large; an effect the other way counts as inactive or inconclusive.
canonical_smiles	GLP1R ag	HEK293 tox	IL2 activator	PLK1 PBD block	D3 antag	DRD3 agonist	PI5P4K alpha inh	GLP1R inv ag	WRN helicase inh
O=[N+]([O-])c1ccc(-c2cn(-c3ccccc3)c(=S)[nH]2)cc1	-25.0%	0.6%	-1.9	-11.0%	-8.3	12.1	-6.1	11.0%	-2.9%
COc1cc2c(cc1OC)CN(C(=O)c1oc3ccccc3c1C)CC2	u	-15.5%	0.1	-2.8%	11.6	16.9	-0.6	9.3%	-0.9%[57.1 µM]
CC(NCCOCCOc1ccccc1)c1ccccc1 (centres undefined)	0.0%	-4.8%	-0.2	3.1%	-2.3	-8.1	-7.1	u	3.6%
COc1ccc(OC)c(/C=N\NC(=O)c2ccc(-c3ccccc3)cc2)c1	-14.1%	-4.7%	-0.8	1.6%	-16.9	1.0	-6.9	u	-19.7%
COC(=O)c1sc(N)c(C(=O)OC)c1CSc1nnc(-c2ccccc2Cl)n1C	-1.2%	-4.2%	0.5	-2.5%	-11.6	2.3	x	u	-11.0%
CCCS(=O)(=O)NC(=O)C1(C)CCN(C(=O)c2cncc(Br)c2)C1 (centres undefined)	-5.6%	-1.2%	0.8	2.5%	7.7	10.5	-3.6	6.9%	5.9%
NC(=O)c1ccccc1NC(=O)Nc1cccc2ccccc12	3.0%	-0.9%	-3.9	-2.8%	-0.2	-0.8	18.2	-14.3%	-0.5%
O=C(CCCl)N1CCN(c2nc(-c3ccccc3)cs2)CC1	1.4%	-4.6%	0.6	-16.6%	-2.8	-0.3	-2.0	15.2%	4.6%
CCOC(=O)/C(C(=O)Nc1ccc(Br)cc1)=C1/NC(C)(C)Cc2ccccc21	-0.7%	-1.0%	-0.5	-4.0%	8.6	1.7	21.9	-27.5%	-3.8%
CCOC(=O)c1c(-c2ccccc2)csc1NC(=O)CSc1nc(N)cc(N)n1	18.0%	1.4%	-0.5	-1.5%	24.5	22.8	-3.7	33.1%[activator]	-13.3%
Cc1cc2oc(C(=O)N3CCN(Cc4ccccc4)CC3)c(C)c2cc1C	-0.7%	6.0%	0.4	0.2%	u	-20.9	-5.7	u	0.8%
COc1ccc(C(=O)NC(=S)Nc2ccc(N3CCCC3)cc2)cc1OC	-0.2%	u	-4.8	-10.2%	26.9	17.1	0.3	0.0%	-22.5%
COCCn1cnnc1SCC(=O)Nc1cccc(S(=O)(=O)N(C)c2ccccc2)c1	21.6%	-12.8%	-0.5	-5.9%	1.7	6.0	5.6	2.6%	0.8%
COc1ccc(CCNC(=O)c2ccc(CNS(=O)(=O)c3ccc(C(C)(C)C)cc3)cc2)cc1OC	0.4%	9.7%	-0.8	-4.2%	-18.5	4.4	-4.2	19.7%	-4.7%
COc1ccccc1CCNC(=O)Cn1ccc2cc(S(=O)(=O)N3CCCC3)ccc21	-0.6%	-16.9%	-1.8	u	-10.3	1.8	2.2	u	-13.6%
CCCc1nc(SCC(=O)Nc2nccs2)c2ccccc2n1	6.7%	3.3%	-0.3	-1.0%	1.2	2.8	-0.5	-3.9%	-19.1%
N#Cc1c(-c2ccccc2)ccn(Cc2cccc(Cl)c2)c1=O	7.7%	-12.6%	0.8	-9.6%	10.7	-7.7	-4.5	u	-20.9%
Cn1c(CN2CCOCC2)nc2cc(NC(=O)c3ccccc3Cl)ccc21	-1.9%	0.3%	-2.1	-7.7%	u	-11.2	x	2.7%	-7.2%
CCc1ccc2nc(N)sc2c1	-0.7%	12.2%	0.8	-22.0%	-0.7	3.2	-3.1	19.4%	8.8%
Cc1ccc(NC(=O)CCC(=O)NNC(=O)c2cccs2)c(C)c1	-4.3%	7.6%	-1.9	-9.1%	18.4	-16.4	x	-3.8%	6.9%

# Pulled by structure from the list above (3):
canonical_smiles	GLP1R ag	HEK293 tox	IL2 activator	PLK1 PBD block	D3 antag	DRD3 agonist	PI5P4K alpha inh	GLP1R inv ag	WRN helicase inh
CCOC(=O)/C(C(=O)Nc1ccc(Br)cc1)=C1/NC(C)(C)Cc2ccccc21	-0.7%	-1.0%	-0.5	-4.0%	8.6	1.7	21.9	-27.5%	-3.8%
COc1ccc(C(=O)NC(=S)Nc2ccc(N3CCCC3)cc2)cc1OC	-0.2%	u	-4.8	-10.2%	26.9	17.1	0.3	0.0%	-22.5%
CCCS(=O)(=O)NC(=O)C1(C)CCN(C(=O)c2cncc(Br)c2)C1 (centres undefined)	-5.6%	-1.2%	0.8	2.5%	7.7	10.5	-3.6	6.9%	5.9%

# Further results
canonical_smiles	GLP1R ag	HEK293 tox	IL2 activator	PLK1 PBD block	D3 antag	DRD3 agonist	PI5P4K alpha inh	GLP1R inv ag	WRN helicase inh
C=CCOc1cccc(CNn2nnnc2N)c1	8.3%	-0.8%	-2.1	-9.5%	-22.4	-4.0	1.8	13.8%	4.3%
CCOC(=O)N1CCC(N(CCOC)C(=O)Nc2ccc(C)c(C)c2)CC1	-8.4%	-8.4%	0.6	-8.9%	14.1	-6.1	x	1.3%	-6.7%
CCOC(=O)c1c(-c2cccc([N+](=O)[O-])c2)cn2ccccc12	u	-1.5%	-0.8	-4.8%	19.7	-5.4	6.0	5.8%	-5.7%
Cn1c(C(F)(F)F)nc2c(=O)oc3ccccc3c21	-6.9%	8.1%	0.3	-3.5%	-2.9	-2.8	-1.7	6.9%	-2.4%
COc1ccc(-c2cc(=NC(CC(C)C)C(=O)O)c3cc(C)ccc3o2)cc1 (centres undefined)	11.5%	1.6%[1.53 µM]	0.0	10.0%	-9.9	-11.4	0.2	-1.9%	-8.4%[57.1 µM]
COc1ccc(-c2nn(-c3ccccc3)cc2C(=O)O)cc1N	-0.2%	0.2%	-0.1	-9.3%	7.9	9.5	-2.1	1.2%	-2.2%
Cc1nc(CCNC(=O)CC2C(=O)NCCN2Cc2ccoc2)nc2c1CCCC2 (centres undefined)	1.4%	3.5%	-0.3	-2.8%	-29.4	-8.9	-0.5	4.4%	-2.8%
CN(C)/C=C(\C(=O)c1ccccc1)c1nnnn1-c1ccccc1	-0.8%	2.6%	-0.2	-5.2%	18.1	0.0	-4.7	-13.0%	4.4%
COc1ccc(S(=O)(=O)N2CCOCC2)cc1NC(=O)CN1C(=O)NC2(CCC(C)CC2)C1=O (centres undefined)	3.5%	5.2%	-0.6	-14.5%	-12.1	-1.7	3.2	-14.8%	8.2%
COc1cccc(NC(=O)N(C)C[C@@H]2Oc3ncc(Br)cc3C(=O)N([C@@H](C)CO)C[C@H]2C)c1	7.8%	1.8%	-2.8	-14.8%	-24.9	-0.3	-2.0	0.5%	-6.2%
Cc1cccc(C(C)C)c1NC(=O)c1ccc(COc2ccc3c(C)cc(=O)oc3c2)cc1	11.2%	13.7%	-3.7	-8.9%	12.3	3.6	-10.5	u	-2.8%
O=C1NC2NC(=O)N(C(Cc3ccccc3)C(=O)O)C2N1 (centres undefined)	-2.8%	-20.1%	-3.2	-5.6%	28.1	0.9	x	4.2%	3.4%
CC(C)C[C@H]1CN([C@@H](CC(C)C)CN2CCC[C@@H]2CN2C(=S)NC[C@@H]2Cc2ccc(O)cc2)C(=S)N1CCc1ccccc1	1.1%	1.7%	-1.0	-1.7%	-20.9	1.2	-7.7	u	-15.0%
CC(NC(=O)c1cc2c(=O)n(C)c3ccccc3c2n1C)c1ccc2c(c1)OCCO2 (centres undefined)	4.9%	-3.6%	-3.5	-8.6%	19.7	-1.2	0.0	-9.1%	-2.2%
COc1ccc(NC2CCCN(C(=O)CSc3ccccc3)C2)cc1 (centres undefined)	-2.0%	-39.1%	0.4	-4.7%	0.5	0.5	5.0	u	-1.8%
Cc1ccc(S(=O)(=O)C2(C(=O)Nc3cccnc3)CC2)cc1	-0.3%	1.5%	0.4	-0.7%	-63.0*	-5.6	-1.9	18.4%	1.4%
Cc1c(Cl)cccc1NC(=S)N(C)CCC#N	-0.1%	-4.3%	-2.3	4.4%	9.6	0.2	3.8	12.9%	-3.6%
COc1ccc(Cl)cc1S(=O)(=O)N1CCN(C(=O)COc2ccccc2)CC1	-2.2%	-7.5%	0.4	-2.5%	9.6	4.4	u	-27.0%	-13.0%
O=C(Nc1ccccc1Cl)c1ccc(-c2ccccn2)s1	7.9%	-12.7%	-2.1	11.2%	13.5	-1.6	3.5	u	-7.1%
COC(=O)C1=C(C)N(Cc2ccccc2)C(=NCCc2c[nH]c3ccccc23)N[C@H]1c1cccc(C(F)(F)F)c1	-4.1%	u	-0.6	-10.9%	23.7	-1.7	0.6	u	3.9%
COc1ccc(NC(=O)c2cc(-c3cccs3)on2)cc1	2.6%	11.8%	2.7	-7.8%	-6.3	-14.5	-8.7	-1.3%	-30.4%
O=C1c2[nH]nc(-c3ccc(Br)cc3)c2C(c2cccc(O)c2)N1c1ccc(Cl)cc1 (centres undefined)	-7.5%	u	x	x	x	2.2	x	u	x
O=C(CSc1nc2ncc(Cl)cc2[nH]1)c1c[nH]c2ccccc12	11.4%	-17.1%	-2.8	-19.0%	-13.5	-13.7	-15.8	u	-1.3%
COc1ccc(C2=NN(CCC(=O)NCc3ccc4c(c3)OCO4)C(=O)CC2)cc1	15.4%	17.5%	-0.4	-4.0%	8.2	2.3	12.4	17.7%	-17.9%
CC(O)[C@H]1CC[C@H]2[C@@H]3CC[C@H]4C[C@H](O)CC[C@]4(C)[C@H]3[C@H](O)C[C@]12C (some centres undefined)	7.0%	-7.0%	-0.3	u	42.4	10.2	3.8	u	-1.1%
O=C(COC(=O)c1cccc(Cl)c1)NC1CCCCCCC1	-3.0%	-2.1%	0.2	2.4%	-6.1	-5.9	-2.5	1.5%	-3.2%
